From PubChem
LMPTP inh: LMPTP phosphatase inhibitors, primary screen, biochemical, fluorescence intensity, uHTS; Low molecular weight phosphotyrosine protein phosphatase (Homo sapiens), P24666; recombinant LMPTP-A, OMFP fluorogenic substrate; inhibition, % at 20 µM; actives 0.22% (n = 360,000);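 active means compounds that cut the enzyme signal by at least half of the control window in the single-dose screen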;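 further: plate controls were DMSO wells with enzyme plus substrate for no effect and substrate without enzyme for full effect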
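Test system: LMPTP-A phosphatase enzyme. Amount: LMPTP-A at 0.625 nM final in the reaction. Reagent: OMFP substrate, 400 µM final. Times: 50 min at room temperature. Signal: endpoint fluorescence intensity from OMFP dephosphorylation. Read-out basis: % inhibition. Benchmarks: no-enzyme and uninhibited controls.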
Scp-1 inhibitor: Scp-1 phosphatase inhibitors, primary screen, biochemical, colorimetric, uHTS; inhibition, % at 20 µM; Recombinant Scp1, phosphopeptide, malachite green phosphate absorbance; actives 0.88% (n = 340,000);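 active means inhibition above about 50% at 20 µM, limit read from the data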;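 further: plate controls were DMSO wells with enzyme for no effect and wells lacking enzyme for full effect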
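System: SCP-1 catalytic domain; Reagent: Phospho 17-mer peptide substrate; Doses: one concentration, 20 µM, with 1.0% DMSO; Incubation: 45 min room-temperature reaction, 5 min colour, 30 min stabiliser; Signal: Phosphate-binding colour reagent, absorbance read at 630 nm.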
Tb MetRS inh: T. brucei MetRS inhibitors, primary screen, biochemical, luminescence | actives 0.4% (n = 360,000) | methionyl-tRNA synthetase (Trypanosoma brucei brucei) | purified T. brucei MetRS, ATP depletion, Kinase-Glo luminescence | inhibition, % at 11.9 µM;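 active means inhibition above a per-plate cutoff of the control wells' mean inhibition plus 3 SD, cut at about 5.5% in these data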;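 further: 0% = DMSO wells median and 100% = median of wells with control inhibitor compound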
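assay system = parasite MetRS enzyme | timing = 15 min preincubation, 2 h reaction, all 25 °C | evaluation = percent inhibition relative to median high and low control wells | medium = HEPES buffer containing pyrophosphatase, BSA, spermine, DTT | compound = single dose, 11.9 µM final nominal, 0.9% final DMSO | detection = Kinase-Glo luminescence, ATP depletion format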
CendR NRP1 mod: modulators of CendR peptide binding to NRP-1, primary screen, biochemical, fluorescence polarization, uHTS. FAM-RPARPAR peptide binding to NRP-1. inhibition, % at 25 µM. actives 0.85% (n = 360,000). AID 602438, 2012. Neuropilin-1 (Homo sapiens), O14786;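 active means inhibition or corrected inhibition above about 18%, plus a signal ratio from 0.5 to 1.5, limit read from the data, passing the limit was not always enough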; further: strong numbers were not always called active
Target sequence (O14786 whole entry, looked up): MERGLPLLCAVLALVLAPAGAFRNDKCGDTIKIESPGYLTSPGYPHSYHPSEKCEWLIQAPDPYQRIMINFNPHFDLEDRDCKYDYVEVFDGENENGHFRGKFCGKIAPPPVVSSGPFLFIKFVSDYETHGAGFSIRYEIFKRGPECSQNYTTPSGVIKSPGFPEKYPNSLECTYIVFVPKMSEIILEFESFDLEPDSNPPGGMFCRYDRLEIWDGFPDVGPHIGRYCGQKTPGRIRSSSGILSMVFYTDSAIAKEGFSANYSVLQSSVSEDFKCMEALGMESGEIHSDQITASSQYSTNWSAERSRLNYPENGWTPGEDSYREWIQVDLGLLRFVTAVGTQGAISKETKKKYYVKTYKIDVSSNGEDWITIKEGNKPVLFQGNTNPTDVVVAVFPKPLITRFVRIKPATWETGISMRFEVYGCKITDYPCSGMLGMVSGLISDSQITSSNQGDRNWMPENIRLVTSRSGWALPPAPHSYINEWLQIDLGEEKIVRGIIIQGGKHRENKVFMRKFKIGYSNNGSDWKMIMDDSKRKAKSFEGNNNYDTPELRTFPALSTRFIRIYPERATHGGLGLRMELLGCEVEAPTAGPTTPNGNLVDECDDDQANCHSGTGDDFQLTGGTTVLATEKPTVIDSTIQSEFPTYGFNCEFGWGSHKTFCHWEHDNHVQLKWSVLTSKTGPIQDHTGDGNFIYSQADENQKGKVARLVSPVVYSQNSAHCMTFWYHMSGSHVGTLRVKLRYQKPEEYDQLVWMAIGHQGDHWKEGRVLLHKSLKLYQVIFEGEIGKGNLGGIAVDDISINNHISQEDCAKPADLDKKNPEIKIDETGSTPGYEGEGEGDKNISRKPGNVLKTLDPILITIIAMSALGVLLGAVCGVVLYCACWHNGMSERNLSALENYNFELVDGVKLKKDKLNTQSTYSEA
SKN-1 inh: suppressors of acrylamide-induced Pgst-4::GFP reporter in worms, primary screen, SKN-1 inhibitor project, whole organism, uHTS, GFP/RFP fluorescence ratio, strain VP596; C. elegans VP596 Pgst-4::GFP/RFP ratio, 24 h; inhibition, % at 21.8 µM; actives 0.49% (n = 360,000); AID 624304, 2012;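 active means interference check ratio from 0.5 to 1.5 plus GFP to RFP signal ratio inhibition reaching or exceeding a fixed threshold, cut at about 30% in these data, passing the limit was not always enough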; further: some compounds called inactive have numbers as strong as hits
DNMT1 block: human DNMT1 methyltransferase inhibitors, primary screen, biochemical, molecular beacon, fluorescence, HinP1I cleavage, uHTS; DNA (cytosine-5)-methyltransferase 1 (Homo sapiens), P26358; inhibition (reported as % activation of signal), % at 10 µM; actives 0.83% (n = 360,000); in the data active means inhibition above about 50%
STEP block: STEP phosphatase inhibitors, primary screen, biochemical, fluorescence intensity, uHTS; recombinant STEP, OMFP fluorogenic substrate; inhibition, % at 20 µM; actives 0.25% (n = 360,000);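 active means inhibition at 20 µM, scaled per plate between control wells, above about 37%, limit read from the data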;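 further: 0% = DMSO with enzyme and substrate and 100% = substrate only without enzyme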
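System: isolated STEP enzyme; schedule: 20 min enzyme reaction at room temperature, protected from light; medium: Bis-Tris buffer pH 6.0, 2.5 mM DTT, 0.005% Tween 20; signal: fluorescence, 480/540 nm; dosing: single compound dose of 20 µM, 1% DMSO final; also added: OMFP substrate, 25 µM final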
NadD block: inhibitors of S. aureus NadD, primary screen, biochemical, colorimetric, uHTS | purified NadD enzyme, colorimetric absorbance read-out | AID 602399, 2012 | actives 0.78% (n = 360,000) | inhibition, % at 20 µM; in the data active means inhibition above about 26%; further: some compounds past the cut are filed as inactive
SUMO1 PPI mod: modulators of SUMO1 protein-protein interactions, primary screen, biochemical, uHTS; inhibition, % at 20 µM; SUMO1 binding to a labelled peptide, TR-FRET, 1 h; AID 602429, 2012; actives 0.33% (n = 360,000); in the data active means inhibition above about 37%
Target sequence (P63165 whole entry, looked up): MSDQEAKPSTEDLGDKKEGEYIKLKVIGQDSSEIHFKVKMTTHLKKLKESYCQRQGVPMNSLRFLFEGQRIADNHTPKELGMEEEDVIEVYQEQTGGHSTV
Neddylation inh: inhibitors of cullin neddylation, primary screen, biochemical, TR-FRET, uHTS, NAE and Ubc12. NEDD8-conjugating enzyme Ubc12 (Homo sapiens) + NEDD8-activating enzyme E1 regulatory …. calls only at 25 µM. actives 0.58% (n = 360,000); in the data active means inhibition above about 36%
* marks the source's active call; other numbers are inactive results; i = inactive; . = not tested or not shown.

LMPTP inh	Scp-1 inhibitor	Tb MetRS inh	CendR NRP1 mod	SKN-1 inh	DNMT1 block	STEP block	NadD block	SUMO1 PPI mod	Neddylation inh	SMILES
1.0	-9	0.1	2	-7	3	2	2	-17	i	Cc1cc(N2C(=O)C(O)=C(C(=O)c3ccco3)C2c2cccc(Cl)c2)no1 (centres undefined)
-1.9	6	-1.3	4	-10	6	-3	-2	4	i	CCOCCCNC(=O)C(NC(=O)Cc1cccs1)c1ccc(C)cc1 (centres undefined)
-0.2	-4	-0.6	-1	8	-2	2	-2	5	i	O=S(=O)(c1ccc2ccccc2c1)N1CCOCC1
-0.6	4	-0.4	13	9	1	0	-6	-1	i	Cc1cccc(NC(=O)CCCN=C2NS(=O)(=O)c3ccccc32)c1C
4.2	6	-0.3	-10	7	-32	2	18	3	i	Cc1cc(-c2csc(NC(=O)C3=COCCO3)n2)c(C)n1C
-1.0	-5	-0.2	0	7	-3	-3	-1	5	i	Cc1cc(C)n2nc(C(=O)Nc3cccc(S(=O)(=O)N(C)c4ccccc4)c3)nc2n1
0.6	.	-1.4	3	11	.	.	-4	4	i	C[C@@H](c1ccccc1)N1C[C@H](COCc2ccccc2)Oc2cc(N3CCC[C@H]3C(N)=O)ccc2S1(=O)=O
-0.3	1	-0.5	7	1	1	-3	-8	27	i	CCNC(=O)CSc1nc2ccccc2c(=O)n1-c1cccc(OC)c1
1.2	-6	0.6	-8	6	5	5	3	3	i	CC(C)(C)c1ccc(S(=O)(=O)NCC(=O)N2CCN(C(=O)c3ccco3)CC2)cc1
-0.9	-14	0.5	7	4	5	-3	-1	3	i	Cc1ccc(NS(=O)(=O)c2ccc3c(c2)NC(=O)C(C)C(=O)N3)cc1C (centres undefined)
-0.4	4	1.4	-1	2	-4	2	-6	2	i	O=C(CN1CCN(c2ccc(Cl)cc2)CC1)Nc1ccc(F)c(F)c1
4.1	4	-0.6	15	-2	3	2	-2	1	i	OC(CN1C2=NCCCN2c2ccccc21)c1ccc2c(c1)OCO2 (centres undefined)
0.3	-3	-0.4	10	1	9	1	-8	3	i	CCOC(=O)c1[nH]c(C)c(C(=O)OCC(=O)NC(=O)NC(C)(C)C)c1C
-1.0	-7	-0.1	-14	-3	0	0	-2	3	i	CC(O)c1nc(C(C)O)n(CC(=O)c2ccccc2)n1 (centres undefined)
-0.2	-11	-0.1	-6	4	6	0	-6	3	i	Cc1ccc(NC(=O)CN(C)C(=O)c2ccccc2Cc2ccccc2)cc1
-1.6	-8	-0.2	-5	-9	4	0	-5	4	i	CCOc1ccc(NC(=O)c2c(N)n(C)c(=O)[nH]c2=O)cc1
-2.0	-5	-0.7	-5	-8	9	0	-5	1	i	CCOC(=O)c1sc(N(Cc2ccccc2)C(=O)CCl)nc1C
-0.9	-5	-0.6	8	4	-6	-1	-3	3	i	COc1cc(OC)c(/C=N/N2CCN(c3ccccc3OC)CC2)c(OC)c1
0.1	-1	-1.1	5	-14	5	-1	-2	-1	i	CC(Sc1cccc[n+]1[O-])c1ccccc1 (centres undefined)
-0.4	-1	-0.4	3	7	-2	-1	-5	-3	i	CCOC(=O)N1CCN(CC(O)COc2ccc(C)cc2C(C)(C)C)CC1 (centres undefined)
1.6	-11	0.2	4	-2	7	5	-4	1	i	O=C(Nc1ccccc1OC(=O)c1ccc(Cl)cc1)c1ccc(Cl)cc1
-0.6	-4	-0.6	2	8	0	-5	-4	-21	i	O=C(COc1cccnc1[N+](=O)[O-])NCc1ccccc1
3.1	.	-0.3	-106	14	3	3	36*	11	i	CCc1cc2c(=O)nc3n(c2s1)Cc1ccccc1/C3=C(/O)c1ccc(F)cc1
-1.0	-10	-0.7	-6	12	-1	-3	-1	1	i	CCNS(=O)(=O)c1ccc2c(c1)NCC2
0.3	.	0.2	-13	22	-9	3	10	13	.	Cc1cc(C)cc(Cn2c3ccc(NC(=S)NC4CCCCC4)cc3c(=O)n2C)c1

(more compounds)
LMPTP inh	Scp-1 inhibitor	Tb MetRS inh	CendR NRP1 mod	SKN-1 inh	DNMT1 block	STEP block	NadD block	SUMO1 PPI mod	Neddylation inh	SMILES
-0.5	-8	-0.3	-3	18	3	-2	-4	-4	i	C=CCNCc1ccccc1[N+](=O)[O-]
0.7	-11	-0.8	13	4	-5	-9	-4	-3	i	CC(C)COc1ccc(C(=O)N/C(=C\c2cccc([N+](=O)[O-])c2)C(=O)OC(C)C)cc1
0.5	-2	-0.4	5	-20	0	1	-5	-21	i	O=C(Nc1ccccc1[N+](=O)[O-])c1cc(S(=O)(=O)N2CCOCC2)cs1
0.3	-2	-0.7	4	-22	-4	2	-3	5	i	CCc1c(C)sc(NC(=O)C2CCCO2)c1C#N (centres undefined)
-1.3	-8	-0.5	13	3	-3	-2	-3	-1	i	N#Cc1ccc(C(=O)Nc2cc(S(=O)(=O)N3CCCC3)ccc2OCC(F)(F)F)cc1
-2.3	-2	-0.3	10	19	4	-4	6	-2	i	O=C(COc1ccccc1)NCC(=O)NC1=NCCS1
1.1	-14	-0.1	-7	-7	-5	1	-1	2	i	COc1ccc(CCNC(=O)c2c(O)c3cccc4c3n(c2=O)CC4)cc1
2.3	5	0.3	-4	12	-1	-1	5	3	i	COc1ccc(NC(=O)c2nnn(CC(=O)Nc3ccc4c(c3)OCO4)c2N)c(OC)c1
-2.9	-10	-0.6	-5	0	1	-1	-1	-2	i	O=C(NNC(=O)[C@@H]1CCCC[C@@H]1C(=O)O)Nc1ccccc1
0.9	10	-0.5	6	-8	-2	-1	-5	-6	i	C(COC1CC2CC1C1C2CC2OC21)OC1CC2CC1C1C2CC2OC21 (centres undefined)
1.3	12	-0.1	-11	-1	-1	-1	4	3	i	Cc1ccc(NCCCn2ccc(NC(=O)OCc3ccccc3)nc2=O)cc1C
2.3	3	-0.9	-20	-3	-2	3	3	-3	i	CN(C(=O)CSc1nnc(-c2ccc(F)cc2)c2ccccc12)C1CCS(=O)(=O)C1 (centres undefined)
-1.3	-1	-0.9	6	3	5	-3	-1	1	i	COc1cccc(S(=O)(=O)c2nc(C)c3c(n2)CCC3)c1
0.8	3	-0.6	4	16	87*	2	12	2	i	CSc1nc(Sc2cccc(Cl)c2)c2ccccc2n1
-0.5	-2	-0.4	3	3	1	-2	-5	8	i	Cc1cc(NC(=O)CCCn2cc([N+](=O)[O-])cn2)n(Cc2ccc(F)cc2)n1
-0.2	-7	0.0	8	5	-1	3	-5	-6	i	Cc1c(C(=O)Oc2cccc3cccnc23)oc2ccccc12
-0.6	-10	-0.2	5	-4	-4	-3	-1	3	i	CN(c1ccc(OCC(=O)NC2CCC(O)CC2)cc1)S(=O)(=O)c1ccc(Cl)cc1 (centres undefined)
-0.4	-1	-0.3	-4	13	-3	1	1	-3	i	CC1(C)Cc2ccccc2C(N/N=C/c2ccc(Cl)cc2)=N1
-0.9	-2	-1.0	-5	7	-3	-6	-4	-5	i	Cc1ccc(Cl)c(NC(=O)CN2CCNC(=O)C2)c1Cl
-2.4	-4	0.7	-5	-8	-5	-1	3	2	i	CCCCNC(=S)Nc1ccc(Cl)cc1
-1.6	-4	-0.2	14	-1	7	-4	-5	-2	i	CN(C)Cc1ccc(CNC(=O)c2ccc(Cl)c(S(=O)(=O)NC3CC3)c2)cc1
-1.3	0	-0.4	21	2	-4	3	0	-1	i	O=C(Cn1ccc(NC(=O)OCc2ccccc2)nc1=O)NCCc1c[nH]c2ccccc12
1.7	-8	-0.4	7	-1	-4	0	2	-2	i	Cc1ccc(N(C)C(=O)N2CCN(S(=O)(=O)c3ccc(C)c(C)c3)CC2)cc1
-0.6	-9	-0.1	-7	-3	3	-8	-2	-1	i	COC(=O)C1=C(C)NC(=O)CC1c1cc(Br)ccc1F (centres undefined)
-1.1	30	-0.7	-4	-17	3	-2	2	-1	i	Cc1ccc(Cl)cc1NC(=O)c1cc(S(=O)(=O)N2CCOCC2)cn1C

5 successive compounds out of the list so far, quoted:
LMPTP inh	Scp-1 inhibitor	Tb MetRS inh	CendR NRP1 mod	SKN-1 inh	DNMT1 block	STEP block	NadD block	SUMO1 PPI mod	Neddylation inh	SMILES
-1.6	-4	-0.2	14	-1	7	-4	-5	-2	i	CN(C)Cc1ccc(CNC(=O)c2ccc(Cl)c(S(=O)(=O)NC3CC3)c2)cc1
-1.3	0	-0.4	21	2	-4	3	0	-1	i	O=C(Cn1ccc(NC(=O)OCc2ccccc2)nc1=O)NCCc1c[nH]c2ccccc12
1.7	-8	-0.4	7	-1	-4	0	2	-2	i	Cc1ccc(N(C)C(=O)N2CCN(S(=O)(=O)c3ccc(C)c(C)c3)CC2)cc1
-0.6	-9	-0.1	-7	-3	3	-8	-2	-1	i	COC(=O)C1=C(C)NC(=O)CC1c1cc(Br)ccc1F (centres undefined)
-1.1	30	-0.7	-4	-17	3	-2	2	-1	i	Cc1ccc(Cl)cc1NC(=O)c1cc(S(=O)(=O)N2CCOCC2)cn1C
